# Screening data (PubChem)
# Cav3 T inh – human Cav3.2 channel inhibition, primary screen | AID 449739 | O95180 | Cav3.2-expressing cells, Fluo-4 calcium fluorescence FDSS; active compounds read low | B-score at 10 µM | 100,000 tested, 4% active;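 active = single-dose well whose peak fluorescence ratio is a statistical outlier from its plate by either plate-standardised score or position-corrected B-score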
# Target sequence (O95180 whole entry, looked up): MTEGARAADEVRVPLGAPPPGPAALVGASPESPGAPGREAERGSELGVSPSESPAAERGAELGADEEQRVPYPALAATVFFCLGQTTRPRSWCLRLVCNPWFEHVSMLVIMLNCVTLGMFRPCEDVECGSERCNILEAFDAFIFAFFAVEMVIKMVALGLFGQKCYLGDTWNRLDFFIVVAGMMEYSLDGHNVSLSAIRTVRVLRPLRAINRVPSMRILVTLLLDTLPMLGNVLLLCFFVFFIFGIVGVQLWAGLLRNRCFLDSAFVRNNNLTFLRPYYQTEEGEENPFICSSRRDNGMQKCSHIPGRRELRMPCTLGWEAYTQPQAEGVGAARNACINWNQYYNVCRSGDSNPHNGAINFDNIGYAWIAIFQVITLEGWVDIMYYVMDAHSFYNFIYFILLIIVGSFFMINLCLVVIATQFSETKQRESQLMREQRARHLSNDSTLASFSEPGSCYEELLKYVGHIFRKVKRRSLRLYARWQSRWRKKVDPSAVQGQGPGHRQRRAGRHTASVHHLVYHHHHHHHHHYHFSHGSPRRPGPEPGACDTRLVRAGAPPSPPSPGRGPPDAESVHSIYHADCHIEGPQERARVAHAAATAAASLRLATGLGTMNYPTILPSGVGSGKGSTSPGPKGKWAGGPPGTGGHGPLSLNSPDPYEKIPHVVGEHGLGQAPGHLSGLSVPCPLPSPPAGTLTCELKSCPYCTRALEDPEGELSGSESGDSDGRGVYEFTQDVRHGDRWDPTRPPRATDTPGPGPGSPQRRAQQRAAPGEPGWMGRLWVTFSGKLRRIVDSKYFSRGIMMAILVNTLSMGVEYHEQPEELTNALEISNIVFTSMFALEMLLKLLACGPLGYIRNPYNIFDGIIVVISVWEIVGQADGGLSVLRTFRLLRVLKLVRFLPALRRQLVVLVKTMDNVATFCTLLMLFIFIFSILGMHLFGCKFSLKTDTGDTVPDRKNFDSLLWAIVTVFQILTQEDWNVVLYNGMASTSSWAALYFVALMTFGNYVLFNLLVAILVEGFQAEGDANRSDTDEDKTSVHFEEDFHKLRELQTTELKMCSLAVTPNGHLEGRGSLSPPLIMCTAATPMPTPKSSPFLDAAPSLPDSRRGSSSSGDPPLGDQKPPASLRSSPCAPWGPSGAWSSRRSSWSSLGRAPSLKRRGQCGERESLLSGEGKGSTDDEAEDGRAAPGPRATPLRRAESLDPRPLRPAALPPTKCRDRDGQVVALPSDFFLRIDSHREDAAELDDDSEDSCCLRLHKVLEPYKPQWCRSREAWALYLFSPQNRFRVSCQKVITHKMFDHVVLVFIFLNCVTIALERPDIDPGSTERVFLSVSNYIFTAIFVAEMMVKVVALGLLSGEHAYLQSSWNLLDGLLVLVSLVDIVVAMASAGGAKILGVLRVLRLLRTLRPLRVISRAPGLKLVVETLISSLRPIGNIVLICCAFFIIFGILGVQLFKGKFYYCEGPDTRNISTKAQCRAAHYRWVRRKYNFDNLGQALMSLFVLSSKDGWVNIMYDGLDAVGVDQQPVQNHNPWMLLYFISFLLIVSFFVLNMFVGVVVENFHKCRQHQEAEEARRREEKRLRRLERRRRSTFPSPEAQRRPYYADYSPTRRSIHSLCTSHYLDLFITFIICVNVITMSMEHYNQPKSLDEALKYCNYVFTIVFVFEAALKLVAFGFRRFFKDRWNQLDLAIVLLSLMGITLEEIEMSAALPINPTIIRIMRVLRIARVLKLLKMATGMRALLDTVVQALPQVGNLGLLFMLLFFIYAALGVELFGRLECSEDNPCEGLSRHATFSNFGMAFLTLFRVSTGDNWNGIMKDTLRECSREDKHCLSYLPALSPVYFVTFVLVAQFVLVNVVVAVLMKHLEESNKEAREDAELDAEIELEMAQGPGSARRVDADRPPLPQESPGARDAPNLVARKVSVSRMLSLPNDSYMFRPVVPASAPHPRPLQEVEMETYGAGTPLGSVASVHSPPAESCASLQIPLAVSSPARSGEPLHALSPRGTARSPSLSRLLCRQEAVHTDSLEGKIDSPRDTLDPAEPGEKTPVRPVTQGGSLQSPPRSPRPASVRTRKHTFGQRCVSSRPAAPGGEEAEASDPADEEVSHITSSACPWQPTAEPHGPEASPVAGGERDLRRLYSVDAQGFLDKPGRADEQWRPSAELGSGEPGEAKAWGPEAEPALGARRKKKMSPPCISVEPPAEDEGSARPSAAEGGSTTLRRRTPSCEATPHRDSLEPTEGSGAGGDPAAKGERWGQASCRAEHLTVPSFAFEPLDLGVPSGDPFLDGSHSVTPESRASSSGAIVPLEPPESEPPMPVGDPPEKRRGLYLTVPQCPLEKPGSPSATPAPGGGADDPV
# Active calls of the source: *; & = joins results of further samples.
SMILES,Cav3 T inh
CCOc1cc(CNCc2ccncc2)cc(Br)c1OCc1ccccc1F,0.035
O=C(CSc1nnc2sc3ccccc3n12)N1CCN(c2ccccc2)CC1,0.14
COc1ccc2c(c1)C(c1ccccc1)=NNC(c1ccco1)=N2,-2.5
C/C=C\C(=O)Nc1cccc(C2=NOC3(C2)C[C@@H](C(N)=O)N(C(=O)CCCCC)C3)c1 (some centres not stated),0.0099
O=C(O)CSC(NC(=O)c1cccnc1)(C(F)(F)F)C(F)(F)F,0.12
Cc1ccc(CN(C)CCc2ccccn2)cc1,0.54
Cc1ccc(Nc2nc(N)nc(CN3CCN(Cc4ccc5c(c4)OCO5)CC3)n2)c(C)c1,-0.27
Cc1ccc(/C(O)=C2\C(=O)C(=O)N(CCN(C)C)C2c2ccccc2F)cc1 (configuration not stated),0.36
O=C(Nc1ccc(F)cc1F)N1CCCCC1c1cccnc1 (configuration not stated),-0.0096
COc1ccc(Oc2c(C)oc3c(CN4CCOCC4)c(O)ccc3c2=O)cc1,-0.52
COc1cccc([C@@H]2Oc3ccc(OC)cc3C(=O)[C@H]2OC(=O)Nc2cc(OC)c(OC)c(OC)c2)c1,-1.4
O=C(Nc1ccc(N2CCN(C(=O)c3ccco3)CC2)c(Cl)c1)c1cccs1,-0.24
CCOc1ccc(NC(=O)CCSc2nc3c(c(CC)c2C#N)C(=O)CC(C)(C)C3)cc1,-0.91
O=C(Nc1ccc(Br)c(Cl)c1)c1ccco1,-0.77
O=C(Cn1c2ccccc2c(=O)c2ccccc21)N/N=C/c1cc([N+](=O)[O-])ccc1N1CCCCCC1,-0.75
COc1ccc2c(c1)C(=NN)c1cc(OC)ccc1-2,0.33
CCOCCCNC(=O)c1[nH]c(C)c(C(C)=O)c1C,0.99
Cc1ccc(S(=O)(=O)N2CCOCC2)cc1C(=O)OCC(=O)N1c2ccccc2NC(=O)C1(C)C,0.73
N#Cc1c(N)nc2c(c1-c1ccncc1)CCCCCC2,0.42
COc1ccc(-c2c(C)n([O-])c3c([n+]2=O)CCC3)cc1OC,-0.01
CCc1ccc(OCCCOc2ccc(C=O)cc2)cc1,-0.61
c1ccc(CCNc2nc3ccccc3s2)cc1,-2.2
CCOc1ccc(C(=O)OCn2nnc3ccccc3c2=O)cc1OC,-0.94
COc1cc(OC)c2c(N)c(C#N)c(C(F)(F)C(F)(F)F)nc2c1,-0.0011
COc1ccc2oc(=N)c(-c3nnc4n3CCCCC4)cc2c1,0.22
CC(C)C(c1nnnn1C1CCCC1)N1CCOCC1 (configuration not stated),1.1
C=CCNc1nc(N2CCOCC2)c(C#N)c2c1CN(C)CC2,0.88
O=C(CN1CCCCCC1)Nc1ccc(F)c(F)c1,-0.91
COc1ccc(N=Cc2ccc(CNS(=O)(=O)c3ccc(Cl)cc3)o2)cc1,0.33
CCC(C)c1ccc2oc(-c3ccc(NC(=O)c4ncn[nH]4)cc3)nc2c1 (configuration not stated),-0.051
CCN1C(=O)c2cccc3c(NC(=O)c4ccc(S(=O)(=O)N5CCOCC5)cc4)ccc1c23,1.2
COc1ccc(OC)c2c(C)cc(NCCN3CCOCC3)nc12,0.27
CCOc1cc(-c2nc3cc(C)ccn3c2NCC2CCCO2)ccc1O (configuration not stated),0.48
O=S(=O)(c1cccs1)N1CCN(CC(O)COc2cc(Cl)ccc2Cl)CC1 (configuration not stated),-2.6
CCOC(=O)CN1C(=O)N[C@@H](c2ccc(Br)cc2)C(C(=O)OC)=C1C,-0.15
CCOC(=O)N1CCN(C(=O)CSCC(=O)Nc2nc(-c3ccc(OC)cc3)cs2)CC1,-2.4
O=C(NCC12CC3CC(CC(C3)C1)C2)c1cc2n(n1)C(C(F)(F)F)CC(c1ccco1)N2 (configuration not stated),-2.3
Cc1ccsc1C(=O)N/N=C/C=C/c1ccccc1[N+](=O)[O-],-0.55
CCOC(=O)c1c(C)[nH]c(C(=O)COC(=O)C(C)N2C(=O)C3CCCCC3C2=O)c1C (configuration not stated),-3.2*
Cc1nc(N)nc(Nc2ccc(Cl)cc2)c1Br,0.76
CCOc1cc(C(=O)OCC(=O)NCc2ccco2)cc(OCC)c1OCC,0.7
O=C(NCC(c1cccnc1)N1CCN(c2ccccc2F)CC1)c1ccco1 (configuration not stated),-0.52
O=C1NC(c2ccccc2)=NC1(NS(=O)(=O)c1ccccc1)C(F)(F)F (configuration not stated),1.4
Cc1ccc2nc(NC(=O)CCNS(=O)(=O)c3cccs3)sc2c1,-1.8
CCOC(=O)Cn1cc(C(=O)c2ccco2)c2ccccc21,-1.2
Cc1ccc(-c2nn(C)c(=O)c3ccccc23)cc1CN1CCOCC1,1.4
Cc1nn(C(C)(C)C)c(OC(=O)c2ccc3c(c2)OCO3)c1Sc1ccccc1,-4.9*
CCCSc1nnc(CSc2nc3ccccc3s2)n1-c1ccccc1,-2.6
O=C(Nn1c(O)c(C=C2N=c3ccccc3=N2)sc1=S)c1ccccc1Cl,0.13
CCOc1ccc(N2C(=O)c3cccnc3C2=O)cc1,1
CC1=CCC2C(=O)N(c3nc(C)cc(C)n3)C(=O)C2C1 (configuration not stated),0.85
COc1cccc(C(=O)N2CCN(C3CCC(c4ccccc4)CC3)CC2)c1 (configuration not stated),0.15
CN1CCN(c2oc(-c3cccs3)nc2S(=O)(=O)c2ccccc2)CC1,-0.59
O=C(c1ccc(NS(=O)(=O)c2ccccc2)cc1)N1CCN(Cc2ccc3c(c2)OCO3)CC1,-2.4
CCOC(=O)c1sc(NC(=O)CSc2ncn(-c3ccccc3)n2)nc1C,-1.3
O=C(N/N=C/c1cc([N+](=O)[O-])ccc1Cl)c1ccc2nc[nH]c2c1,1.1
CON=C1CCN(c2ncc(C(F)(F)F)cc2Cl)CC1,-0.42
N#Cc1ccc(NC(=O)CN2C(=O)NC(Cc3ccccc3)C2=O)cc1 (configuration not stated),0.79
CCOC(=O)C(NC(=O)c1ccccc1)(N1CCCC1=O)C(F)(F)F (configuration not stated),0.65
Cn1c(=O)oc2ccc(C(=O)CSc3nnnn3-c3ccccc3)cc21,0.069

# Of the compounds above, 5 contain a cyano group.
SMILES,Cav3 T inh
CCOc1ccc(NC(=O)CCSc2nc3c(c(CC)c2C#N)C(=O)CC(C)(C)C3)cc1,-0.91
N#Cc1c(N)nc2c(c1-c1ccncc1)CCCCCC2,0.42
COc1cc(OC)c2c(N)c(C#N)c(C(F)(F)C(F)(F)F)nc2c1,-0.0011
C=CCNc1nc(N2CCOCC2)c(C#N)c2c1CN(C)CC2,0.88
N#Cc1ccc(NC(=O)CN2C(=O)NC(Cc3ccccc3)C2=O)cc1 (configuration not stated),0.79

# The listing continues:
SMILES,Cav3 T inh
Cc1noc(NC(=O)c2ccccc2)c1C#N,1.3
COc1ccc(C2=NOC3(CC(=O)N(c4ccc5ccccc5c4)C3=O)C2)c(OC)c1 (configuration not stated),-2.2
CCCCNC(=O)COC(=O)c1cc(F)c(F)cc1Cl,0.39
O=C(CCC(=O)N1CCN(C2CCCCC2)CC1)Nc1nnc(C(F)(F)F)s1,0.55
O=C(c1cc(S(=O)(=O)N2CCCCC2)c(Cl)cc1N1CCOCC1)N1CCOCC1,0.55
CCCNC(=O)c1ccc2c(=O)c(O)c(-c3ccc(Cl)c([N+](=O)[O-])c3)[nH]c2c1,0.53
CCOc1ccc(OCC)c(NC(=O)CN(c2ccc(C)cc2)S(=O)(=O)c2c(C)noc2C)c1,-3.4
Cc1cccc(C)c1NC(=O)Cn1nnc(-c2ccc(N3CCOCC3)cc2)n1,-0.083
O=C(NCc1ccccc1)c1onc(CSc2ccc(F)cc2)c1C(=O)NCCCN1CCOCC1,-2
CCCc1[nH]nc2c1C(c1cccc(OC(=O)c3ccco3)c1)C(C#N)=C(N)O2 (configuration not stated),-2.5
COc1ccccc1NC(=O)c1ccc2nc(-c3ccccc3)c(-c3ccccc3)nc2c1,-3.4
CC(C)CCn1c(=O)c2ccccc2n2c(CN(C)Cc3ccccc3)nnc12,-0.65
CC1=N/C(=C\c2ccc([N+](=O)[O-])cc2)C(=O)N1c1cc(Cl)ccc1C,-1.6
Cc1ccc(-c2noc(CN(C(=O)Cc3ccccc3)C(C)C)n2)cc1,-3.4
O=C(COc1ccc(S(=O)(=O)NC2CCCC2)cc1)N1CCCCCC1,-0.2
O=S(=O)(N/N=C\C=C\c1ccccc1)c1ccc(Cl)cc1,-2.2
CCN1C(=O)N[C@@H](c2cccc(C(F)(F)F)c2)C(C(=O)OC)=C1C,-0.37
O=C(NCC1COc2ccccc2O1)C1CCCN(S(=O)(=O)c2cccc3cccnc23)C1 (configuration not stated),0.08
CCCOc1ccc(C(=O)CCNc2ccc(C)c(Cl)c2)cc1,0.11
COn1c(SCc2ccc(C)cc2C)nc2ccccc2c1=O,-2
O=C(CCN1CCN(c2ccccc2F)CC1)c1ccc(Br)cc1,0.91
CCC(C)c1ccc(NC(=O)CC(C)=O)cc1 (configuration not stated),-0.19
CC(=O)Nc1ccc(S(=O)(=O)NC2(C(F)(F)F)C(=O)Nc3c2c(=O)n(C)c(=O)n3C)cc1 (configuration not stated),0.66
COc1ccccc1NC(=O)Cn1nc(C(F)(F)F)c2c1CCCC2,-1.9
COC(=O)Nc1sc2c(c1C(N)=O)CCCCCC2,-0.15
OCCn1c(C(F)(F)F)nc2ccccc21,-0.21
O=C(O)c1ccccc1C(=O)N1CC=C(c2ccccc2)CC1,1.4
COc1ccccc1NC(=O)c1ccccc1NS(C)(=O)=O,0.76
CC(C)C(NC(=O)C1CCCCC1)C(=O)N1CCN(c2ccc(F)cc2)CC1 (configuration not stated),1.5
CCN1CCN(C(=O)c2ccccc2N(Cc2ccccc2)S(C)(=O)=O)CC1,0.69
O=C(O)CCC/C=C\C[C@@H]1[C@@H](/C=C/[C@@H](O)COc2cccc(Cl)c2)[C@H](O)C[C@@H]1O,0.93
O=C1c2ccccc2C(Nc2ccc(Cl)cn2)N1c1cccnc1 (configuration not stated),-0.47
CCCc1cc(=O)oc2cc3occ(C)c3cc12,-2.4
CCOc1ccc(NC(=O)C2CC(=O)N=C(N)S2)cc1 (configuration not stated),-0.17
S=c1[nH]nc(-c2ccccc2)o1,0.15
CCC(C)(C)n1nnnc1C(c1ccc(C)cc1)N1CCN(Cc2cccnc2)CC1 (configuration not stated),1.4
CCOC(=O)C1=C(C)OC(N)=C(C#N)C1c1ccsc1 (configuration not stated),-0.27
Cc1cccc(-c2nnc(NC(=O)c3ccc(N4C(=O)CCC4=O)cc3)s2)c1,-0.67
Cc1ccc(-n2c(SCC(=O)OC(C)C)nnc2-c2ccncc2)cc1,0.78
CCOc1ccc(NC(=O)c2nccnc2CO)cc1,0.27
O=C(O)CCc1nc2ccccc2n(CCc2ccccc2)c1=O,2
CC(=O)Nc1ccc(S(=O)(=O)Nc2nnc(C(C)C)s2)cc1,-0.01
CC1=C(C(=O)Nc2ccccc2)C(c2ccco2)NC(=S)N1 (configuration not stated),-0.03
Cc1ccc(C2(C)NC(=O)N(CC(=O)Nc3ccc4c(c3)OCO4)C2=O)cc1 (configuration not stated),-2.1
Cc1cccc(-c2nc3c(c(SCC(=O)N(C)C)n2)CCCC3)c1,-2.4
CC1=CC(C)=Nc2ccc(C)cc2N1,0.41&-0.17
N/C(COc1ccc(Cl)cc1Cl)=N\NS(=O)(=O)c1ccccc1,-2.8
O=C(C1CCCN(S(=O)(=O)c2ccc(F)cc2)C1)N1CCCC1 (configuration not stated),0.82
CCc1ccccc1N(CC(=O)NCc1ccco1)C(=O)c1snc(C(N)=O)c1N,1.6
Cc1cc(-c2cc(C(=O)Nc3ccccc3)on2)nc(NCC2CC2)n1,0.06
O=C(Nc1cnn(Cc2ccc(Cl)cc2)c1)C1CCCC1,-0.11
O=C(c1cc(-c2cccc(O)c2)on1)N1CCN(C(c2ccccc2)c2ccccc2)CC1,-0.26
O=C(O)C1CC(c2cccc(Br)c2)=NO1 (configuration not stated),0.095
Cc1cccc(OCc2nnc(SCc3nc4ccccc4c(=O)[nH]3)o2)c1,0.099
O=C(Cn1nc(-c2ccccc2)ccc1=O)Nc1ccc(N2CCN(C(=O)c3ccccc3)CC2)cc1,-0.25
Cc1cc(Cl)cc(C)c1OCCCCn1ccnc1,-0.52
CCN1C(=O)/C(=C/N2CCc3ccccc32)SC1=S,-3.2
CCCCn1c(SCN2C(=O)c3ccccc3C2=O)nc2cc(S(N)(=O)=O)ccc21,1.1
CC1(C)CC(=O)c2cnc(NC(=O)CSc3nc4ccccc4o3)nc2C1,0.48
CCN(CC)S(=O)(=O)c1ccc(NC(=O)C2COc3ccccc3O2)cc1 (configuration not stated),-2.2

# Next part.
SMILES,Cav3 T inh
O=C(c1ccco1)N1CCN(C(=O)C(c2ccccc2)c2ccccc2)CC1,-1.7
COc1cccc(-c2cc(C(F)(F)F)n3nc(N)nc3n2)c1,0.35
O=C(Cn1nnc(-c2ccc(S(=O)(=O)N3CCCC3)cc2)n1)NCC1CCCO1 (configuration not stated),0.87
O=c1c(-c2nnc(SCc3ccc(Cl)cc3Cl)o2)cccn1Cc1ccccc1,-2.2
COc1ccccc1CCNC(=O)CSc1nc(-c2ccco2)cc(C(F)(F)F)n1,-0.85

# Entries above with an aryl thioether with sulfur outside any ring (15):
SMILES,Cav3 T inh
O=C(CSc1nnc2sc3ccccc3n12)N1CCN(c2ccccc2)CC1,0.14
CCOc1ccc(NC(=O)CCSc2nc3c(c(CC)c2C#N)C(=O)CC(C)(C)C3)cc1,-0.91
Cc1nn(C(C)(C)C)c(OC(=O)c2ccc3c(c2)OCO3)c1Sc1ccccc1,-4.9*
CCCSc1nnc(CSc2nc3ccccc3s2)n1-c1ccccc1,-2.6
CCOC(=O)c1sc(NC(=O)CSc2ncn(-c3ccccc3)n2)nc1C,-1.3
Cn1c(=O)oc2ccc(C(=O)CSc3nnnn3-c3ccccc3)cc21,0.069
O=C(NCc1ccccc1)c1onc(CSc2ccc(F)cc2)c1C(=O)NCCCN1CCOCC1,-2
COn1c(SCc2ccc(C)cc2C)nc2ccccc2c1=O,-2
Cc1ccc(-n2c(SCC(=O)OC(C)C)nnc2-c2ccncc2)cc1,0.78
Cc1cccc(-c2nc3c(c(SCC(=O)N(C)C)n2)CCCC3)c1,-2.4
Cc1cccc(OCc2nnc(SCc3nc4ccccc4c(=O)[nH]3)o2)c1,0.099
CCCCn1c(SCN2C(=O)c3ccccc3C2=O)nc2cc(S(N)(=O)=O)ccc21,1.1
CC1(C)CC(=O)c2cnc(NC(=O)CSc3nc4ccccc4o3)nc2C1,0.48
O=c1c(-c2nnc(SCc3ccc(Cl)cc3Cl)o2)cccn1Cc1ccccc1,-2.2
COc1ccccc1CCNC(=O)CSc1nc(-c2ccco2)cc(C(F)(F)F)n1,-0.85

# These rows are one share of the data. The share of hits here may be higher or lower than overall.
